# Tau ThT inhib: qHTS for Inhibitors of Tau Fibril Formation, Thioflavin T Binding | Microtubule-associated protein tau (Homo sapiens), P10636 | recombinant tau K18 P301L, heparin-induced fibrillization, ThT fluorescence | Potency, µM (titrated, usually from 57.4 µM), for the others: at the highest dose activity, negative = inhibition, usual class: inhibitors | 270,000 tested, 2.1% active | AID 1460, 2008; further: nearly all actives have a fitted effect of over 55% in size
# Target sequence (P10636 561-689 P618L limits assumed): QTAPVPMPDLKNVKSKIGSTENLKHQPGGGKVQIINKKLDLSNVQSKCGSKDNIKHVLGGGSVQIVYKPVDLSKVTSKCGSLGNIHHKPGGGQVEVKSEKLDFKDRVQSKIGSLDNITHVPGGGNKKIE
#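 K18 P301L tau (15 uM + 0.24 uM Alexa 594-tagged), heparin 20 uM, NaOAc pH 7, 6 h 37 C; ThT 30 uM, 1 h RT, ex 450/em 510 nm.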
# TexasRed fluor: Total Fluorescence Counterscreen for Inhibitors of the Interaction of Thyroid Hormone Receptor and Steroid Receptor Coregulator 2; TRb/SRC2 Texas Red total fluorescence interference; Potency, µM (top dose mostly 106 µM), without a hit: top-dose fluorescence change, negative = quenching; 280,000 tested, 0.29% active; AID 1479, 2009; active means well fitted curve in either direction with a large enough effect; inconclusive means small, poorly fitted or top-dose-only effect
#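 Human TRb ligand-binding domain at 0.6 uM with 20 nM Texas Red SRC2 peptide in Tris buffer containing 1 uM T3 and 5% DMSO, incubated with compound 5 h at ambient temperature. Total fluorescence (555/632 nm) calculated as parallel + 2 × perpendicular.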
# Tau fluor counter: Counterscreen qHTS for Inhibitors of Tau Fibril Formation, Fluorescence Polarization. tau K18 P301L Alexa594 fluorescence, heparin fibrillization. Potency, µM (series often up to 57.7 µM), for the others: at the highest dose activity change, negative = decrease. 280,000 tested, 0.93% active. AID 1463, 2008; further: nearly all actives have a fitted effect of over 55% in size
#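 Human K18 P301L tau (15 uM unlabeled plus 0.24 uM Alexa 594-labeled, final) in 100 mM sodium acetate pH 7 was mixed with compound and 20 uM heparin and incubated 6 hr at 37 C.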
# Tau fibril FP: qHTS for Inhibitors of Tau Fibril Formation, Fluorescence Polarization; 280,000 tested, 0.39% active; Microtubule-associated protein tau (Homo sapiens), P10636; Potency, µM (series often up to 57.7 µM), for inactives: top-dose activity, negative = inhibition, most hits filed as inhibitors; K18 P301L tau heparin fibrillization, Alexa594 FP, 6 h; further: nearly all actives have a fitted effect of over 55% in size
#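 Heparin (20 uM) drove fibril formation of recombinant tau K18 P301L, 15 uM unlabeled with 0.24 uM Alexa 594 label, for 6 hr at 37 C in 100 mM sodium acetate pH 7. Fluorescence polarization (555/632 nm) read 1 hr after 30 uM ThT.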
# ALDH1A1 block: qHTS Assay for Inhibitors of Aldehyde Dehydrogenase 1 (ALDH1A1); AID 1030, 2008; 220,000 tested, 7.3% active; Purified ALDH1A1, NADH fluorescence, propionaldehyde substrate; Potency, µM (titrated, usually from 75.3 µM), for inactives: at the top dose activity, negative = inhibition, hits mostly inhibitors; active means well fitted inhibition curve with a large enough effect, not every such curve was filed as active; inconclusive means small, poorly fitted or top-dose-only effect, or another doubt; inactive means no such curve, though single readings can be large or run the other way;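 further: plate controls were no enzyme wells and a reference inhibitor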
# TRb-SRC2 inh: qHTS for Inhibitors of the Interaction of Thyroid Hormone Receptor and Steroid Receptor Coregulator 2; Thyroid hormone receptor beta (Homo sapiens), P10828; Potency, µM (highest dose often 106 µM), inactives show at the highest dose activity change, negative = inhibition, most hits filed as inhibitors; 280,000 tested, 0.065% active; AID 1469, 2008; TRbeta-SRC2 peptide binding, fluorescence polarization; receptor liganded with 1 µM T3;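 further: plate controls were bound peptide for no effect and peptide without receptor for full effect; nearly all actives have a fitted effect of over 50% in size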
# Target sequence (P10828 whole entry, looked up): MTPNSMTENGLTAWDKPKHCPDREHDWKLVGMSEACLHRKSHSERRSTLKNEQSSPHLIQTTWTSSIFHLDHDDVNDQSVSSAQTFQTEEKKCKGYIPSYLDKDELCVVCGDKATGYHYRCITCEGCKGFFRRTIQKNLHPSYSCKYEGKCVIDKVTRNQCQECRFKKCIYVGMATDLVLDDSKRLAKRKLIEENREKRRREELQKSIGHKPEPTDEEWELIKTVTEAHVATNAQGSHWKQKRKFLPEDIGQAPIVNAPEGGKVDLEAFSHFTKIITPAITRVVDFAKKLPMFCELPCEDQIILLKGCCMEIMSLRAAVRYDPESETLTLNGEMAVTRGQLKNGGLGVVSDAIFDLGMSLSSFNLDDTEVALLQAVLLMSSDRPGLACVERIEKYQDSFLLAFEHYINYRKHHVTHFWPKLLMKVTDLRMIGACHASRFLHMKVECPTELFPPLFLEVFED
#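 Read-out is fluorescence polarization (555 nm excitation, 632 nm emission) of a Texas Red SRC2 coactivator peptide; loss of signal reflects blocked binding to human TRb ligand-binding domain in the presence of 1 uM T3.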
# L3MBTL1 inh: qHTS Assay for the Inhibitors of L3MBTL1; Lethal(3)malignant brain tumor-like protein 1 (Homo sapiens), Q9Y468; AlphaScreen L3MBTL1–H3K9me1 peptide binding; Potency, µM (series often up to 57.1 µM), for the others: top-dose activity, negative = inhibition, hits mostly inhibitors; 230,000 tested, 0.66% active; AID 485360, 2010; further: nearly all actives have a fitted effect of over 60% in size
#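 AlphaScreen assay: L3MBTL1 (50 nM final) was preincubated 30 min at room temperature with biotinylated H3(1-15)K9me1 peptide (75 nM final), then 30 min with library compounds; streptavidin donor and nickel chelate acceptor beads (10 ug/mL final) added, 30 min dark.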
# aGal spleen mod: qHTS Assay for Inhibitors and Activators of Human alpha-Galactosidase From Spleen Homogenate | Alpha-galactosidase A (Homo sapiens), P06280 | human spleen homogenate, 4MU-alpha-Gal fluorescence, 40 min | Potency, µM (series often up to 80 µM), for inactives: at the top dose activity change, negative = inhibition, usual class: inhibitors | 240,000 tested, 0.008% active | AID 2107, 2009;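 further: 0% = enzyme with vehicle and -100% = no enzyme basal signal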
# Target sequence (P06280 32-429 limits assumed): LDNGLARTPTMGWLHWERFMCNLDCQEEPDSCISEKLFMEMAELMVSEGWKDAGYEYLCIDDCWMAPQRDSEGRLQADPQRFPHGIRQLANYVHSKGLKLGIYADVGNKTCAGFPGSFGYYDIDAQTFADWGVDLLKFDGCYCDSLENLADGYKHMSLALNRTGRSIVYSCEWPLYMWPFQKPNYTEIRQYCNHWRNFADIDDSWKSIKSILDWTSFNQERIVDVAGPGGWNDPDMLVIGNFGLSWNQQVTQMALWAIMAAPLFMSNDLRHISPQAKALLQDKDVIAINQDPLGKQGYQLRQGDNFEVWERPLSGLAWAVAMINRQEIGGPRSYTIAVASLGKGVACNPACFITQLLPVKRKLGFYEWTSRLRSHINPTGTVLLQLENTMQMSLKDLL
#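 qHTS titration in buffer at pH 5.0. Alpha-galactosidase activity in spleen homogenate was measured via 4-methylumbelliferone release from 1 mM fluorogenic substrate after 40 min at 37C and a pH 10 stop. AC50 came from Hill fits of control-normalized data.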
# An asterisk follows results filed as active; ? = inconclusive; . = no result given; & = joins results of further samples; [ ] = remark or other dose. Unless noted, the call rests on the fitted dose curve; in most records, active means well fitted curve in the direction sought with a large enough effect; inconclusive means small, poorly fitted or top-dose-only effect, or another doubt; inactive means no such curve, though single readings can be large; an effect the other way counts as inactive or inconclusive. Unless noted, on the % scale 0 is the no-effect control and ±100 the full control effect; potency means the concentration at half of the fitted maximal effect.
SMILES,Tau ThT inhib,TexasRed fluor,Tau fluor counter,Tau fibril FP,ALDH1A1 block,TRb-SRC2 inh,L3MBTL1 inh,aGal spleen mod
CCn1cc(CN2CCN(Cc3cccc(OC)c3)C(CCO)C2)c(C)n1 (stereo unspecified),0%,-2%,7%,2%,6%,1%,1%,-8%
Oc1nc(Nc2ccc(Cl)cc2Cl)sc1/C=C1\C=Nc2ccccc21,8.9µM*,-15%,?,9%,-13%,0%,-13%,10%
COC(=O)COc1cccc(NC(=O)c2ccc(Cl)cc2)c1,-4%,-2%,-10%,7%,10%,0%,11%,6%
COC(=O)c1ccc(CO/N=C/c2ccc(OC)cc2)o1,-15%,-1%,-18%,-6%,3%,-2%,.,-9%
CCOC(=O)C1=C(C)NC(C)=C(C(=O)OCC)C1C,-6%,-1%&-2%,-20%&-19%,1%&8%,-1%,8%&-2%,14%,6%&5%
COc1ccc(-c2csc(NC(=O)c3ccoc3C)n2)cc1,?,-3%,?,?,-4%,0%,-13%,0%
O=C(O)c1ccc(N/N=C/c2cn(Cc3ccc(F)cc3)c3ccccc23)cc1,?,-4%,?,7%,.,-4%,-6%,3%
CCCCCCCC(=O)NNC(=O)c1ccc([N+](=O)[O-])cc1,-7%,1%,-7%,7%,?,6%,-3%,-5%
O=C(CCN1CCN(c2ccccc2F)CC1)Nc1ccc2c(c1)OCO2,1%,0%,3%,11%,3%,-2%,1%,-3%
O=C1CC(SCc2nc3ccccc3[nH]2)C(=O)N1c1cccc(Cl)c1 (stereo unspecified),?,0%,-21%,1%,11µM*,3%,.,4%
CCOC(=O)Cc1cc(=O)[nH]c(/N=C(\N)Nc2ccc(OC)cc2)n1,-9%,-1%,-8%,3%,.,-7%,-2%,-2%
CCC(C)NC(=O)C1CCN(S(=O)(=O)N2CCCC2)CC1 (stereo unspecified),-1%,-1%,-3%,0%,-10%,-4%,6%,-1%
CC(NCc1ccc(-c2ccccc2)cc1)C(O)c1ccccc1 (stereo unspecified),-12%,-1%,-13%,-4%,?,3%,-2%,3%
c1ccc(Cc2noc(CN3CCN(C4CCc5ccccc5C4)CC3)n2)cc1 (stereo unspecified),7%,-3%,7%,8%,4%,-6%,-14%,0%
CCCCOCCCNS(=O)(=O)Cc1ccccc1,-7%,3%,0%,-3%,?,-1%,-3%,2%
O=C(CN1CCCCC1)N=Nc1c(O)[nH]c2ccccc12,-6%,-2%,-1%,-3%,13µM*,3%,8%,5%
Cc1ccc(NC(=O)N2CCCC2C(=O)NCCc2ccccc2)cc1 (stereo unspecified),-5%,0%,1%,1%,4%,10%,3%,1%
COc1cc2c(cc1O)CCC1C2CC[C@]2(C)[C@@H](O)CC[C@@H]12 (stereo partly specified),?,-4%,-28%,3%,-2%,4%,.,-10%
COc1cccc(N=Cc2c(O)n(-c3cccc(C)n3)c(=O)c3ccccc23)c1,?,-3%,?,8%,?,4%,.,-2%
COc1cccc(CC2(CO)CCCN(Cc3ccc(C)s3)C2)c1 (stereo unspecified),4%,-3%,3%,-4%,4%,1%,-2%,10%
Cc1cc(C)cc(Nc2c(F)c(F)c(F)c(F)c2C(=O)O)c1,-12%,1%,-9%,5%,11%,-1%,.,0%
COC(=O)c1cc(-c2ccc(S(=O)(=O)N3CCCCC3)cc2)c(C(F)(F)F)s1,-10%,-1%,-26%,-3%,?,8%,?,-11%
O=C(/C=C\c1ccco1)Nc1nc(-c2ccccc2)cs1,8%,4%,7%,4%,13%,10%,-14%,-4%
CCOC(=O)c1c(NC(=O)CSc2c[nH]c3ccccc23)sc2c1CCC2,-7%,-1%,10µM*[quencher],?,?,5%,-6%,1%
O=c1[nH]ncn1-c1ccccc1,0%,-1%,6%,9%,6%,0%,9%,-5%
CCCNC(=S)Nc1ccc(Oc2ccccc2)cc1,?,-1%,?,0%,7%,-15%,.,-1%
Cc1[nH]c2ccccc2c1C(=O)COC(=O)c1c(-c2ccccc2Cl)noc1C,4%,-17%,?,?,?,-1%,-9%,3%
CCCNS(=O)(=O)c1ccc(CCC(=O)NCc2cccnc2)cc1,2%,-1%,-4%,-4%,-11%,0%,9%,-1%
COCCN1Cc2cccc(C(=O)Nc3ccc(S(=O)(=O)N4CCCCC4)cc3)c2C1=O,3%,-1%,-1%,-4%,.,4%,1%,-8%
CC(C)(C)c1ccc(OCC(=O)NNC(=O)Cc2cccs2)cc1,-4%,-2%,-2%,-7%,-6%,-8%,11%,-8%

# The closing six entries of the part above open the next one:
SMILES,Tau ThT inhib,TexasRed fluor,Tau fluor counter,Tau fibril FP,ALDH1A1 block,TRb-SRC2 inh,L3MBTL1 inh,aGal spleen mod
O=c1[nH]ncn1-c1ccccc1,0%,-1%,6%,9%,6%,0%,9%,-5%
CCCNC(=S)Nc1ccc(Oc2ccccc2)cc1,?,-1%,?,0%,7%,-15%,.,-1%
Cc1[nH]c2ccccc2c1C(=O)COC(=O)c1c(-c2ccccc2Cl)noc1C,4%,-17%,?,?,?,-1%,-9%,3%
CCCNS(=O)(=O)c1ccc(CCC(=O)NCc2cccnc2)cc1,2%,-1%,-4%,-4%,-11%,0%,9%,-1%
COCCN1Cc2cccc(C(=O)Nc3ccc(S(=O)(=O)N4CCCCC4)cc3)c2C1=O,3%,-1%,-1%,-4%,.,4%,1%,-8%
CC(C)(C)c1ccc(OCC(=O)NNC(=O)Cc2cccs2)cc1,-4%,-2%,-2%,-7%,-6%,-8%,11%,-8%
CCCCN(CCCC)CCNC(=O)c1cn(CC)c2ccc(S(=O)(=O)N(C)C3CCCCC3)cc2c1=O,-2%,0%,-6%,-1%,.,-2%,.,.
O=C(Cn1ncc2c(=O)oc3ccccc3c21)Nc1nc2ccccc2s1,10%,0%,4%,7%,6%,-3%,-4%,0%
O=C(/C=C/c1cccc([N+](=O)[O-])c1)NCCSCc1ccc(Cl)cc1Cl,-12%,-4%,?,11%,?,-2%,-10%,-11%
CC/C(=N\NC(=O)COc1ccc(Br)cc1)c1ccc(OC)c(OC)c1,?,-2%,-11%,-8%,?,-9%,?,-7%
COc1ccc(C2CC(=O)Nc3c2c(C)nn3-c2nc(C)cc(C)n2)c(OC)c1OC (stereo unspecified),-2%,-24%,-4%,5%,.,1%,.,.
CN(C)c1ccc(/C=N/NC(=O)CCc2c[nH]c3ccccc23)cc1,8.9µM*,-2%,?,6%,?,4%,-22%,8%
CCC(=O)NC1(C(F)(F)F)C(=O)Nc2c1c(=O)n(C)c(=O)n2C (stereo unspecified),3%,3%,9%,0%,0%,14%,23%[11.4 µM],-4%
Cc1ccc(-c2noc(CSc3nnnn3-c3ccccc3)n2)cc1,1%,0%,8%,4%,7.1µM*,1%,8%,-8%
O=C(OCc1cccc([N+](=O)[O-])c1)c1ccncc1,-11%,-1%,-10%,-8%,-6%,-5%,-10%,2%
COC(=O)C1C2CCC(C2)C1C(=O)OCC(=O)c1ccccc1 (stereo unspecified),-5%,2%,-8%,-9%,?,-20%,4%,5%
CC(C)N(Cc1ccccc1)C(=O)C1CCCN(c2ncnc3onc(-c4ccc(F)cc4)c23)C1 (stereo unspecified),1%,-1%,1%,1%,.,1%,.,.
COc1ccc(Cl)cc1NS(=O)(=O)c1ccc2[nH]c3c(c2c1)CCCC3,1%,3%,8.9µM*[quencher],0%,.,4%,.,.
CCOc1ccc(Nc2nc(N)nc(CCl)n2)cc1,?,-6%,-17%,7%,.,-5%,-5%,-4%
CCc1ccc(OCc2nnc(SCC(=O)N3CCN(c4ccccc4)CC3)o2)cc1,-16%,-4%,-14%,1%,?,?,2%,5%
O=C(O)c1ccc2c(c1)C(=O)N(Cc1ccccc1)C2=O,-9%,-5%,-2%,3%,-11%,-2%,7%,3%
Cc1ccc2nc(-c3ccsc3)c(Nc3ccc(C(C)C)cc3)n2c1,-8%,-1%,-14%,6%,.,2%,.,.
COc1cc(OC)cc(C(=O)N[C@H](C(=O)NCc2ccco2)C(C)C)c1,0%,-2%,1%,-10%,7%,-3%,.,-5%
CCCCCCNC(=O)C(C#N)c1nc2ccccc2nc1N1CCCC1 (stereo unspecified),-16%,0%,-21%,-1%,?,6%,.,12%
Cc1cc(NCc2ccco2)n2ncnc2n1,-7%,0%,-1%,13%,4%,-3%,?,-2%
O=C(CC12CC3CC(CC(C3)C1)C2)NC(=S)N1CCCCC1,-8%,1%,-14%,-2%,20µM*,-20%,-2%,-5%
O=C(NCc1ccccn1)c1nc(-c2ccc(C(F)(F)F)cc2)no1,-6%,-6%,-8%,7%,-5%,-4%,-3%,5%
CS(=O)(=O)N(Cc1ccccc1)c1ccc(C(=O)NCc2ccccc2)cc1,-11%,-4%,-24%,-5%,6%,-5%,.,0%
COCCCNc1oc(-c2ccccc2F)nc1C#N,?,-2%,-23%,-3%,?,7%,.,0%
COc1ccccc1C(=O)NCCn1cc(SCc2ccccc2Cl)c2ccccc21,?,0%,?,8%,.,7%,.,.
O=C1Nc2ccc(S(=O)(=O)NCCC3=CCCCC3)c3cccc1c23,-1%,1%,-12%,-8%,?,-4%,-1%,9%
